GSTO1 counter – counter-screen for RBBP9 inhibitors: inhibitors of human GSTO1 | actives 1.1% (n = 300,000) | AID 1974 | P78417 | recombinant GSTO1, activity-based probe fluorescence polarization | inhibition, % at 5.96 µM;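 active means inhibition above the campaign mean inhibition plus 3 SD, cut at about 35% in these data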;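 further: 0% = GSTO1-1 with DMSO and 100% = wells lacking GSTO1-1 enzyme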
PME-1 inh – blocks human protein phosphatase methylesterase 1 | Q9Y570 | recombinant PME-1, FP-Rh probe fluorescence polarization | inhibition, % at 5.9 µM | actives 0.53% (n = 320,000);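 active means inhibition above the campaign mean of all compounds plus 3 SD, cut at about 26% in these data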;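 further: competitive labeling of PME-1 active site by serine hydrolase directed probe; 0% = PME-1 with DMSO and 100% = wells lacking PME-1 enzyme; inhibitors block probe labeling so polarization falls and inhibition rises; many of its hits are not listed in these tables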
PAFAH1B3 FP inh – blocks human PAF acetylhydrolase 1B catalytic subunit 3; Q15102; recombinant PAFAH1B3, FP-rhodamine probe, fluorescence polarization; actives 0.28% (n = 340,000); inhibition, % at 3.39 µM;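 active means inhibition above the screen-wide average of all tested compounds plus 3 SD, cut at about 25% in these data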;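 further: 0% = enzyme with DMSO only and 100% = wells lacking PAFAH1B3 protein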
PAD4 FP inh – PAD4 (human) enzyme inhibition; recombinant PAD4, RCA probe fluorescence polarization; inhibition, % at 6.36 µM; actives 0.41% (n = 330,000); Q9UM07; AID 485272;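 active means percent inhibition above a cutoff equal to the mean of all tested compounds plus 3 SD, cut at about 15% in these data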;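 further: 0% = PAD4 with RCA probe and DMSO and 100% = probe without PAD4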
pPAFAH inh – inhibitors of human plasma PAF acetylhydrolase (pPAFAH) | recombinant pPAFAH, FP-rhodamine probe fluorescence polarization | actives 1.5% (n = 330,000) | Q13093 | inhibition, % at 3.39 µM | AID 463082;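 active means inhibition above the mean inhibition across the screen plus 3 SD, cut at about 25% in these data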;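 further: inhibitors block binding of the rhodamine activity-based probe so polarization drops; 0% = enzyme with DMSO and 100% = wells lacking pPAFAH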
PREPL inhibitor – inhibitors of human prolyl oligopeptidase-like enzyme PREPL; recombinant PREPL, fluorescence polarization activity-based probe; inhibition, % at 5.96 µM; actives 0.68% (n = 320,000); in the data active means inhibition above about 43%;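 further: 0% = enzyme with DMSO and 100% = wells lacking enzyme; many of its hits are not listed in these tables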
Target sequence (Q4J6C6 whole entry, looked up): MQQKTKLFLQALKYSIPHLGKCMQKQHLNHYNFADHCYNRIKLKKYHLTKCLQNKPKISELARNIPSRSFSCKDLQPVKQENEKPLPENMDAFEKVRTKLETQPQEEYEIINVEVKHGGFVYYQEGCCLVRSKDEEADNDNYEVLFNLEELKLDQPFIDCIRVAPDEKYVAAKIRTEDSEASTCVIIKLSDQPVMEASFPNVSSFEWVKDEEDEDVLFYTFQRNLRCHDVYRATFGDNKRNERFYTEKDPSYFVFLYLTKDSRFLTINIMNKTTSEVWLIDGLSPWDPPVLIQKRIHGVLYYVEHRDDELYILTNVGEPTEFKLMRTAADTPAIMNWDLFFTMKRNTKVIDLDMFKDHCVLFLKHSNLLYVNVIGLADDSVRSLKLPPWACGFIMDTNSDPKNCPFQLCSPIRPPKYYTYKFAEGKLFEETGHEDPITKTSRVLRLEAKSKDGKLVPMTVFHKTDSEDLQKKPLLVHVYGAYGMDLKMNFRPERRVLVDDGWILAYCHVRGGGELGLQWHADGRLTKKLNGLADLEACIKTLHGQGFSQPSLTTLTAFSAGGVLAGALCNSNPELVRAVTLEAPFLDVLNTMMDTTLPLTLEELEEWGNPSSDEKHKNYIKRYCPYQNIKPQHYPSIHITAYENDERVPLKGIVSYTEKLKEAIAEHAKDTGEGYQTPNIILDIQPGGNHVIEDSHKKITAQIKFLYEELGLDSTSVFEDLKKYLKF
LYPLA2 counter – counter-screen for PME1 inhibitors: inhibitors of human LYPLA2 | O95372 | AID 2177 | recombinant LYPLA2, FP-Rh probe fluorescence polarization | inhibition, % at 5.9 µM | actives 0.38% (n = 320,000);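 active means inhibition above the screen-wide mean plus 3 SD, limit set per campaign, cut at about 26% in these data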;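 further: 0% = LYPLA2 with DMSO and 100% = wells lacking LYPLA2 enzyme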
LYPLA1 counter – counter-screen for PME1 inhibitors: inhibitors of human LYPLA1; O75608; recombinant LYPLA1, FP-Rh probe fluorescence polarization; inhibition, % at 5.9 µM; actives 0.16% (n = 320,000); AID 2174;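 active means inhibition above the mean of all tested compounds plus 3 SD, set per campaign, cut at about 14% in these data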;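 further: inhibitors block serine hydrolase probe labeling of LYPLA1 so polarization falls; 0% = enzyme with DMSO and 100% = wells lacking LYPLA1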
Target sequence (O75608 whole entry, looked up): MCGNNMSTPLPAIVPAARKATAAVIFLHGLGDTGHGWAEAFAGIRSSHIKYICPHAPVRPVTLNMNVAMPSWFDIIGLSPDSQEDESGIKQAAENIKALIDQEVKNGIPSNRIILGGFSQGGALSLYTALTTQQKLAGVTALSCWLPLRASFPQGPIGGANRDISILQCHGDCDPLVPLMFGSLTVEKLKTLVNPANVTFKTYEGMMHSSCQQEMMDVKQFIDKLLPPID
PAFAH1B2 FP inh – blocks human PAF acetylhydrolase 1b catalytic subunit 2 | P68402 | recombinant PAFAH1B2, FP-rhodamine activity probe, fluorescence polarization | inhibition, % at 3.39 µM | actives 1.2% (n = 340,000);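 active means inhibition above the mean of all tested compounds plus 3 SD, cut at about 24% in these data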;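 further: 0% = enzyme with DMSO and 100% = wells lacking PAFAH1B2; many of its hits are not listed in these tables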
Active calls of the source: *; nt = not tested or not shown. This is a subset; rates above refer to the full screens.

item	molecule	GSTO1 counter	PME-1 inh	PAFAH1B3 FP inh	PAD4 FP inh	pPAFAH inh	PREPL inhibitor	LYPLA2 counter	LYPLA1 counter	PAFAH1B2 FP inh
1	COc1ccccc1N1C(=O)S/C(=C\c2cc(C)n(C)c2C)C1=O	-15	-2	8	5	12	8	4	0	3
2	OC(Cn1cncn1)c1ccc(Cl)cc1Cl (configuration not stated)	8	-2	3	-2	3	-10	4	0	10
3	CCCC1(C(=O)OCC)NC(c2ccc(N(C)C)cc2)C2C(=O)N(c3ccccc3)C(=O)C21 (configuration not stated)	0	4	3	2	6	5	9	3	2
4	CC(=O)Nc1ccc(S(=O)(=O)NNC(=O)CCc2ccccc2)cc1	10	-1	5	-1	1	7	-5	-3	4
5	O=C(NCCCNCCCNC(=O)c1ccccn1)c1ccccn1	-7	-2	7	3	0	5	-1	2	2
6	CCC(=O)Nc1c(C(=O)N2CCN(c3ccccn3)CC2)cnn1-c1ccc(Cl)cc1	0	-2	7	3	7	13	2	-4	-5
7	Cc1ccc(C)n1-c1ccsc1C(=O)CC#N	6	3	7	-6	7	19	-1	-2	7
8	COc1ccc(C(=O)N2CCNC(=O)C2CC(=O)Nc2cccc(Cl)c2Cl)cc1 (configuration not stated)	-1	1	4	-3	-1	17	8	1	-2
9	O=C(c1cn(-c2ccccc2)nc1-c1cccnc1)N1CCN(S(=O)(=O)c2ccccc2F)CC1	nt	1	6	0	2	11	9	2	1
10	O=C(CCC(=O)OCC(=O)c1ccc(Br)cc1)NC1CCCCC1	7	0	0	0	9	7	1	5	11
11	C/C(=N\N1CCN(Cc2ccc(C)cc2)CC1)c1ccco1	9	-2	5	-5	-10	1	-3	-4	-1
12	O=C(Nc1ccccc1)c1cccnc1N1CCOCC1	-1	3	-7	4	-5	13	-2	-6	1
13	CN(c1ccccc1)c1nc(N2CCCC2)nc(-n2ccnc2)n1	-1	-3	-1	-3	6	-2	0	-1	2
14	O=C1C[C@@H]2c3c(cccc3CN1Cc1ccc(F)cc1)C[C@@H](O)[C@H]2O	nt	2	11	-3	4	8	0	1	3
15	CC(C)(C)c1ccc(C(=O)Nc2ccc3c(c2)C(=O)NC3=O)cc1	-3	-3	-2	-3	7	0	-3	-3	-1
16	Cc1ccc(-c2cc(-c3ccccc3)nc(Cl)n2)cc1	0	-11	2	0	-6	5	-11	-6	3
17	Cc1ccnc(NC(=O)c2cccc3ccccc23)c1	0	2	12	-1	2	13	2	0	2
18	Nc1ccc(C(=O)O)cc1S(=O)(=O)O	-8	-1	3	-7	1	5	3	2	6
19	CS(=O)(=O)N(CC(=O)Nc1ccccc1Br)Cc1ccccc1	-2	-2	2	-3	4	-6	3	1	4
20	O=C(NCc1ccco1)Nc1ccc2snnc2c1	-3	-7	2	-3	-3	-3	-12	-3	2
21	CCC(=O)OC1(C(=O)CCl)[C@@H](C)C[C@H]2[C@@H]3CCC4=CC(=O)C=C[C@]4(C)[C@@]3(F)[C@@H](O)C[C@@]21C (some centres not stated)	-6	-1	-3	-3	7	-5	10	3	5
22	O=C(O)C(Cc1c[nH]c2ccccc12)N1C(=O)C2C3c4ccccc4C(c4ccccc43)[C@@H]2C1=O (some centres not stated)	5	-10	3	-4	8	-4	0	0	3
23	COc1ccc(Nc2ccc(Cl)cc2)c(C(=O)O)c1	6	-5	6	-4	4	14	8	1	1
24	CCOC(=O)c1cnc(SCc2ccc(C(C)(C)C)cc2)nc1N	-1	-6	3	-3	6	4	2	-5	7
25	COc1ccc(OC)c(/C=C/c2c([N+](=O)[O-])c(=O)n(C)c(=O)n2C)c1	4	2	1	6	-2	8	4	-1	0
26	O=C(CCc1ccccc1)Nc1cc2c3c(c1)CC(=O)N3CCC2	4	-3	4	-3	8	11	0	-1	0
27	CCN(CC(=O)NCc1ccc(Cl)cc1)C(=O)CN1C(=O)NC(C)(c2ccccc2)C1=O (configuration not stated)	3	15	-1	3	6	2	8	-4	6
28	O=C(C1CCCN1S(=O)(=O)c1cccc2nsnc12)N1CCCCCC1 (configuration not stated)	13	1	3	5	-1	6	-4	-3	4
29	O=C(NCc1n[nH]c(=S)n1-c1cccc(Cl)c1)c1ccc(S(=O)(=O)N2CCCC2)cc1	4	0	6	-1	-1	-2	4	1	18
30	CCOc1cc(NC(=O)c2ccccn2)c(OCC)cc1NC(=O)c1cccc(C)c1	4	3	2	-1	0	5	1	-2	8
31	Cc1cccc(C)c1OCc1nnc(SCC(=O)NCCc2ccccc2)o1	1	2	0	-4	5	1	7	-3	9
32	OC1(c2ccc(F)cc2)CCN(Cc2nnnn2Cc2cccs2)CC1	-2	2	-1	0	2	0	0	-1	5
33	Cc1cccc(CCNC(=O)CCS(=O)(=O)c2ccc(Br)cc2)c1	1	4	-3	1	3	-9	-1	2	10
34	Cc1cc(F)ccc1S(=O)(=O)NCC1CC2CCC1C2 (configuration not stated)	13	-3	9	-3	2	3	-4	-4	16
35	c1ccc2c(c1)nc1n2CCN1CCNC1CCCCC1	1	-1	8	-6	0	-4	7	2	-1
36	CCOc1ccc(Oc2ccc(NS(=O)(=O)c3cc(C(=O)O)ccc3Cl)cc2)cc1	nt	-5	1	1	21	9	7	-4	2
37	O=C(CCC(=O)Nc1ccccc1)NCCO	-1	-3	-2	3	6	-7	-2	3	8
38	COc1ccc2[nH]c3c(=O)n(CCCCC(=O)NCCC(C)C)c(=S)[nH]c3c2c1	3	1	7	1	-2	11	5	1	3
39	Cc1onc(-c2c(F)cccc2Cl)c1C(=O)Nc1sc2c(c1C(N)=O)CCC2	0	-4	4	-1	7	3	0	0	4
40	Cc1nc(Nc2ccc(Cl)cc2Cl)sc1C(=O)Nc1ccccc1	-11	4	-3	-7	-5	12	-8	-12	-3
41	COC(=O)c1ccc2c(c1)C(=O)/C(=C/c1ccc(O)cc1)O2	-27	-40	-16	-5	-5	-11	-26	-11	-13
42	CS(=O)(=O)Nc1ccc(C2=NN(S(C)(=O)=O)C(c3ccccc3)C2)cc1 (configuration not stated)	-5	9	2	-12	-3	12	5	2	6
43	O=C(Nc1ccon1)C(Sc1ccccc1)c1ccccc1 (configuration not stated)	0	-1	7	-2	-3	-3	0	-3	7
44	CCOC(=O)/C(=C/c1ccc(Cl)cc1)NC(=O)c1ccco1	13	-1	-1	3	5	11	0	0	-4
45	CCC(=O)Nc1ccc2c(c1)ncn2-c1ccccc1	-4	-5	9	0	5	2	8	4	2

Exported with each value named: entries from further up.
(29) O=C(NCc1n[nH]c(=S)n1-c1cccc(Cl)c1)c1ccc(S(=O)(=O)N2CCCC2)cc1
  GSTO1 counter: 4
  PME-1 inh: 0
  PAFAH1B3 FP inh: 6
  PAD4 FP inh: -1
  pPAFAH inh: -1
  PREPL inhibitor: -2
  LYPLA2 counter: 4
  LYPLA1 counter: 1
  PAFAH1B2 FP inh: 18

(30) CCOc1cc(NC(=O)c2ccccn2)c(OCC)cc1NC(=O)c1cccc(C)c1
  GSTO1 counter: 4
  PME-1 inh: 3
  PAFAH1B3 FP inh: 2
  PAD4 FP inh: -1
  pPAFAH inh: 0
  PREPL inhibitor: 5
  LYPLA2 counter: 1
  LYPLA1 counter: -2
  PAFAH1B2 FP inh: 8

Continuation:
item	molecule	GSTO1 counter	PME-1 inh	PAFAH1B3 FP inh	PAD4 FP inh	pPAFAH inh	PREPL inhibitor	LYPLA2 counter	LYPLA1 counter	PAFAH1B2 FP inh
46	CCOc1ccc(NC(=S)Nc2ccc(OCc3ccccc3)cc2)cc1	-6	-1	-2	0	4	-1	3	1	-6
47	O=C(CSc1nc2ccccc2[nH]1)Nc1ccc2c(c1)CCC2	2	-17	7	0	-8	-31	0	-3	2
48	COc1ccccc1CNC(=O)C1=C(C)C(=O)OC12CCC(C)CC2 (configuration not stated)	8	1	2	-2	8	-8	3	2	1
49	O=C(CSc1nnc(-c2ccccc2)n1-c1ccc(Cl)cc1)NNC(=S)Nc1ccccc1	1	2	-4	-6	0	8	-1	1	7
50	O=C(Cn1nc(-c2ccco2)ccc1=O)Nc1ccc(Br)cc1	-11	-9	2	-8	2	-10	-11	-3	7
51	Cc1ccc(C(=O)NCC(=O)N2CCc3ccccc3C2)cc1C	-3	-5	3	-3	4	-3	-10	0	1
52	O=C(CNC(=O)c1ccncc1)N/N=C/c1ccccn1	2	11	-1	-6	3	4	8	4	1
53	S=c1[nH]nc(-c2cc3c(s2)-c2ccccc2CC3)o1	-23	22	7	5	38*	8	0	17*	7
54	CC12CC(NC(=O)N1c1cccc(C(=O)NCc3ccccn3)c1)c1ccccc1O2 (configuration not stated)	3	7	5	-6	8	1	7	3	2
55	O=C(NC1CCCCCC1)C1CCCN(S(=O)(=O)c2cnc[nH]2)C1 (configuration not stated)	8	-5	6	-5	0	-2	-4	0	6
56	O=C(Nc1nnc(-c2ccccc2SCc2ccccc2)s1)Nc1ccccc1F	-2	-23	-9	-4	-3	7	-1	-1	0
57	O=C(COc1ccc2ccccc2c1)NNC(=O)c1cnccn1	13	-3	4	-5	-7	4	0	-4	-2
58	Cc1ccc(Oc2nc(-c3ccccc3)ncc2S(=O)(=O)c2ccc(C)cc2)cc1	-7	-1	4	-3	3	-2	3	4	-1
59	CCOC(=O)C1CCCN(C(=S)Nc2cccc(Cl)c2)C1 (configuration not stated)	0	0	3	-2	2	2	3	-5	2
60	Nc1cc(=O)[nH]c(SCC(=O)c2ccc(F)cc2)n1	2	-2	2	5	4	3	4	0	10
61	O=C(c1cc2ccccc2c(=O)o1)N1CCc2ccccc2C1	9	3	1	-3	1	13	5	-1	-7
62	CC(=O)C1=C(C)OC(N)=C(C#N)C1c1cccc([N+](=O)[O-])c1 (configuration not stated)	4	2	5	-8	2	17	0	0	5
63	CCCNC(=O)Nc1ccc(C(F)(F)F)cc1	3	-5	10	2	-1	7	-1	-2	-1
64	O=C(COC(=O)c1cc(S(=O)(=O)N2CCOCC2)ccc1F)Nc1cc([N+](=O)[O-])ccc1F	nt	nt	15	-5	1	32	nt	nt	7
65	CC1CCN(CCCCOc2ccccc2Br)CC1	2	3	10	1	4	19	-5	1	-3
66	COC(=O)c1ccc(NS(=O)(=O)c2ccccc2)o1	7	1	12	-6	0	-5	2	2	5
67	COc1ccc(CCNC(=O)Cc2ccc(OC)c(OC)c2)cc1OC	2	-4	2	6	1	12	-1	2	2
68	CC1=NN(C(=O)c2ccccc2F)C(O)(c2ccc(Cl)cc2)C1 (configuration not stated)	8	-6	8	1	5	-4	-5	-2	6
69	COC(=O)CNC(=O)c1ccc(=O)oc1	1	-2	-3	1	1	-4	3	2	7
70	O=C(Nc1cccc(NC(=O)c2cccs2)c1)c1ccc([N+](=O)[O-])o1	-48	-1	10	-11	-4	9	-4	-5	2
71	Cc1cc(C)[n+](-c2ccc(F)cc2)c2[nH]c(=O)[nH]c(=O)c12	2	0	-3	-7	2	-4	-8	-2	-2
72	COc1ccc(Br)cc1CNC(=O)CCC(=O)N1CCSc2ccccc21	4	0	5	0	4	1	0	-1	8
73	Cc1ccc(-n2nc(C)c3onc(C)c3c2=O)cc1	0	-7	2	3	-1	6	-1	2	-1
74	COc1cccc(NC2=C(C#N)C(=O)NC(c3cccc(OC)c3O)S2)c1 (configuration not stated)	10	0	10	-1	6	0	1	-1	0
75	COc1ccc(CCN(Cc2cc3cc(C)ccc3[nH]c2=O)C(=O)N2CCCC2)cc1OC	-6	1	4	-3	7	4	9	3	-2
76	Nc1nc(SCc2c(F)cccc2Cl)[nH]c(=O)c1-c1ccccc1	-1	0	5	-1	8	7	0	0	3
77	Cc1c(NC(=O)CSc2nnnn2Cc2ccccc2)c(=O)n(-c2ccccc2)n1C	6	-6	3	2	0	13	4	1	1
